PGK inhibitor: qHTS Assay to Find Inhibitors of Phosphoglycerate Kinase; Phosphoglycerate kinase, glycosomal (Trypanosoma brucei brucei), P07378; actives 0.043% (n = 380,000); Potency, µM (titrated, usually from 57.5 µM), for the others: at the highest dose activity change, negative = inhibition, usual class: inhibitors; PGK/GAPDH coupled, Kinase-Glo luminescence, 60 min; AID 602233, 2012; note: potency is the fitted concentration of half-maximal effect; % is set by controls: 0 for no effect and ±100 for the full control effect; nearly all actives have a fitted effect of over 60% in size
Target sequence (P07378 whole entry, looked up): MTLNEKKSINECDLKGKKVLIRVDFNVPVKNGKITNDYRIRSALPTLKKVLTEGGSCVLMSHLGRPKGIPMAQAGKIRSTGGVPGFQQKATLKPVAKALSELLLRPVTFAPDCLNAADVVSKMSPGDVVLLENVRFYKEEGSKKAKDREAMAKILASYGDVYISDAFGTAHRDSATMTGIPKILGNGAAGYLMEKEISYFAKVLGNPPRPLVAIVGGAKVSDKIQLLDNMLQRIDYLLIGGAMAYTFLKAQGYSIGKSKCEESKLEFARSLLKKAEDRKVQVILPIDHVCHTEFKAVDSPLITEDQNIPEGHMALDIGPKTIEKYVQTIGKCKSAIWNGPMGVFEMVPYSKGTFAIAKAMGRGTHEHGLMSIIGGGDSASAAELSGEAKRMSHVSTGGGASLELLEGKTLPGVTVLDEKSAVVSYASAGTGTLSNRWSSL
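Luminescent ATP detection (Kinase-Glo Plus) follows a 60-minute room-temperature incubation, with wells lacking PGK as controls. Buffer: 100 mM TEA (pH 7.6), 5 mM MgCl2, 0.01% Tween-20. Coupling enzyme GAPDH (100 nM final) supplies unstable 1,3-BPG in-well.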
PI4K2A inh: qHTS for small molecular inhibitors of PI4K2A; activity change, negative = inhibition, % at 76.9 µM; actives 0.13% (n = 420,000); Phosphatidylinositol 4-kinase type 2-alpha (Homo sapiens), Q9BTU6; AID 1346378, 2018; purified PI4K2A, ADP-Glo luminescence, 1 h; hits give low values; in the data active = activity change below about -50%; inconclusive = mostly about -30% to -49%;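 note: -100% = wells without enzyme as full effect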
Target sequence (Q9BTU6 whole entry, looked up): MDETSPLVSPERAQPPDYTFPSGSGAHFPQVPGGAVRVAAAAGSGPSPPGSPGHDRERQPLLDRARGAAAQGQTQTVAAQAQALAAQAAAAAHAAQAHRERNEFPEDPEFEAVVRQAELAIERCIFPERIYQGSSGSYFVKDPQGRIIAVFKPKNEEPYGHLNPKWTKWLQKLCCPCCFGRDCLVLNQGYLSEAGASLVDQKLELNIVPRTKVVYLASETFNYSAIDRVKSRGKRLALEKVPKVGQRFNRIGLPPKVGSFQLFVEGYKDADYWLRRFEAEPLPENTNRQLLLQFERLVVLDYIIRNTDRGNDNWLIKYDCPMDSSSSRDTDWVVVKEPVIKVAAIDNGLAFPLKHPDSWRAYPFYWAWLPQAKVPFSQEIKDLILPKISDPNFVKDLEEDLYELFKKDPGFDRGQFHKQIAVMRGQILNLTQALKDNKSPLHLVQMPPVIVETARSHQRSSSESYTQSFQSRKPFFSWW
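In this quantitative HTS, ADP production by PI4K2A was quantified luminescently after 1 h at ambient temperature; 100 microM adenosine served as plate-quality control.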
Pin1 inhibitor: qHTS Assay to Find Inhibitors of Pin1; actives 0.009% (n = 390,000); Pin1 FP peptide displacement, HiFluor488, 10 min; Potency, µM (doses to about 115 µM), inactives show at the highest dose activity, negative = inhibition, hits mostly inhibitors; Peptidyl-prolyl cis-trans isomerase NIMA-interacting 1 (Homo sapiens), Q13526; active = well fitted inhibition curve with a large enough effect in the polarisation, with a control signal flat, not every such curve was filed as active; inconclusive = small, poorly fitted or top-dose-only effect, or effect the other way, or a change in a side signal; inactive = no such curve, though single readings can be large or run the other way; the % refers to the polarisation; note: potency is the fitted concentration of half-maximal effect; % is set by controls: 0 for no effect and ±100 for the full control effect
Pol eta inh: qHTS for Inhibitors of Polymerase Eta | DNA polymerase eta (Homo sapiens), Q9Y253 | recombinant Pol eta, fluorescent DNA replication assay | Potency, µM (series often up to 114 µM), inactives show at the top dose activity change, negative = inhibition, hits mostly inhibitors | actives 1.2% (n = 390,000); note: potency is the fitted concentration of half-maximal effect; % is set by controls: 0 for no effect and ±100 for the full control effect
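Fluorescent replication assay: 50 nM final substrate added after a 15 min room-temperature compound preincubation with 10 nM enzyme. Signal taken at 0 min and again at 10 min.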
BAZ2B block: qHTS Assay for Inhibitors of BAZ2B; actives 4.4% (n = 360,000); AID 504333, 2011; Bromodomain adjacent to zinc finger domain protein 2B (Homo sapiens), Q9UIF8; AlphaScreen BAZ2B-H3K14Ac peptide displacement; Potency, µM (titrated, usually from 114 µM), without a hit: at the top dose activity change, negative = inhibition, most hits filed as inhibitors; note: potency is the fitted concentration of half-maximal effect; % is set by controls: 0 for no effect and ±100 for the full control effect; nearly all actives have a fitted effect of over 60% in size
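Compounds, titrated to a top concentration of 110 uM, were incubated 30 min at room temperature with preformed BAZ2B/acetyl-K14 H3 peptide complex (50 nM each). Proximity signal was measured by AlphaScreen after 20 min with beads.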
HP1b chromo inh: HTS for Inhibitors of HP1-beta Chromodomain Interactions with Methylated Histone Tails; Chromobox protein homolog 1 (Homo sapiens), P83916; AlphaScreen HP1-beta / biotin-H3K9me3 peptide binding; Potency, µM (titrated, usually from 114 µM), for the others: top-dose activity change, negative = inhibition, most hits filed as inhibitors; actives 0.56% (n = 390,000); AID 540317, 2011; note: potency is the fitted concentration of half-maximal effect; nearly all actives have a fitted effect of over 70% in size; inactives centre near 23
Target sequence (P83916 whole entry, looked up): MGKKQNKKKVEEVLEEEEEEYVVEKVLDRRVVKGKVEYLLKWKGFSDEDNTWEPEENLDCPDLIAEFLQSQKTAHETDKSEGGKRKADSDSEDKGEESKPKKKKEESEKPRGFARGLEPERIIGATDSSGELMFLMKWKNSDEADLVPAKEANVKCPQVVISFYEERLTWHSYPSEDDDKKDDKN
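HP1-beta protein (50 nM final) preincubated 30 min at room temperature with biotinylated H3(1-18)K9me3 peptide (50 nM) in PBS pH 7.4, 0.01% Tween-20, then compound added for 30 min. AlphaScreen streptavidin donor/nickel chelate acceptor beads (10 ug/mL final), 30 min dark, luminescence read.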
GLS inh: qHTS for Inhibitors of Glutaminase (GLS). Glutaminase kidney isoform, mitochondrial (Homo sapiens), O94925. AID 624170, 2012. actives 0.21% (n = 410,000). Potency, µM (doses to about 45.5 µM), for the others: at the top dose activity change, negative = inhibition, actives largely listed as inhibitors. GLS enzymatic activity, qHTS titration; note: potency is the fitted concentration of half-maximal effect; % is set by controls: 0 for no effect and ±100 for the full control effect
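hKGA; 45 mM KH2PO4 pH 8.2 + 0.02% Tween-20; cpd via pin tool; 1 mM Gln soln; GluOx/HRP/Amplex Red; RT 30 min; fluor. t0 & final.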
JMJD2A Tudor: qHTS Assay for Inhibitors of JMJD2A-Tudor Domain; Lysine-specific demethylase 4A (Homo sapiens), O75164; AlphaScreen JMJD2A-Tudor / H3K4me3 peptide binding; Potency, µM (highest dose often 114 µM), inactives show top-dose activity change, negative = inhibition, actives largely listed as inhibitors; actives 4.4% (n = 390,000); AID 504339, 2011; note: potency is the fitted concentration of half-maximal effect; % is set by controls: 0 for no effect and ±100 for the full control effect; nearly all actives have a fitted effect of over 50% in size
G9a block: qHTS Assay for Inhibitors of Histone Lysine Methyltransferase G9a | Potency, µM (titrated, usually from 102 µM), inactives show at the highest dose activity, negative = inhibition, most hits filed as inhibitors | G9a H3K9 monomethylation, AlphaScreen, 2 h | actives 8.8% (n = 350,000); note: potency is the fitted concentration of half-maximal effect; % is set by controls: 0 for no effect and ±100 for the full control effect; nearly all actives have a fitted effect of over 75% in size
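Using a bead-based AlphaScreen, monomethylated H3K9 product from 2 h room-temperature reactions (G9a 20 nM, peptide 500 nM, SAM 20 uM) was detected with 0.5 ug/mL rabbit anti-H3K9me1 antibody.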
* = called active by the depositor; i = inactive; ? = inconclusive; . = no result given; [ ] = remark or other dose. Unless noted, calls come from the whole dose curve; as a rule, active = well fitted curve in the direction sought with a large enough effect; inconclusive = small, poorly fitted or top-dose-only effect, or another doubt; inactive = no such curve, though single readings can be large; an effect the other way counts as inactive or inconclusive. Only part of the results is shown; the hit share may differ from the screen's.

Fields: PGK inhibitor	PI4K2A inh	Pin1 inhibitor	Pol eta inh	BAZ2B block	HP1b chromo inh	GLS inh	JMJD2A Tudor	G9a block
CCN(CC)c1nc(Nc2ccccc2)nc(Oc2ccc(C(=O)OC)cc2)n1
  -1%	-3	0%	-9%	-15%	28%	1%	-4%	21%
CSc1ncnc2c1ncn2CCCNCC(C)c1ccccc1 (stereo not given)
  8%	3	.	-14%	.	.	-8%	.	.
CC(C)(C)C(=O)Nc1cccc2[nH]ncc12
  -3%	2	-9%	?	-20%	12%	4%	-4%	5%
COc1ccccc1CNC(=O)COC(=O)c1ccc([N+](=O)[O-])o1
  7%	-8	0%	?	12%	28%	0%	-11%	18%[2.33 µM]
COC(=O)c1cc(C(=O)OC)cc(-n2c(C)cc(C(=O)CC#N)c2C)c1
  -7%	0	?	0%	?	-2%	15%	-35%	-25%[59 µM]
CCOCCCNC(=O)c1ccccc1NC(=O)C1=C(C)OCCS1
  7%	1	8%	1%	8%	27%	9%	-9%	8%
Cc1ccc(NNC(=O)c2snnc2C)cc1Cl
  -1%	-1	-20%	-14%	-2%	-19%	3%	-19%	.
CN(Cc1ccc(F)cc1)C(=O)c1ccc2c(c1)NC(=O)CS2
  -3%	7	-1%	-19%	-23%	23%	0%	-4%	-24%
Cc1ccc(S(=O)(=O)N2CCCC2)cc1C(=O)NC1CCCCC1
  5%	1	2%	-4%	-6%	20%	6%	-8%	.
COc1ccc(-c2cc(N3C(=O)Nc4ccccc4N3O)n[nH]2)cc1
  3%	5	-2%	-20%	-30%	21%	12%	-15%	-13%
COC(CNC(=O)c1ccc(Cn2c(=S)[nH]c3cc4c(cc3c2=O)OCO4)cc1)OC
  -11%	3	-2%	-19%	?	26%	-20%	22µM*	?
C(=N\n1cnnc1)/c1cccs1
  3%	0	-4%	-9%	12%	29%	18%	-13%	12%[12.7 µM]
CCOc1ccc(NC(=O)CN2CCN(CC(=O)Nc3ccc(N(CC)CC)cc3)CC2)cc1
  -1%	2	-1%	-13%	-2%	20%[57 µM]	13%	-6%	?
O=C(OC1CCCCC1=O)c1ccc(S(=O)(=O)Nc2ccccc2)cc1 (stereo not given)
  i	-5	0%	-17%	-14%	34%	-5%	-7%	6%[59 µM]
CC(=O)Nc1ccc(S(=O)(=O)NNC(=O)c2ccc3c(c2)OCO3)cc1
  i	-3	-2%	-10%	16%	24%	1%	11µM*	76%[activator][12.7 µM]
C=CC[C@@H](Cc1ccc(F)cc1)C(=O)OC[C@@H]1CCCN1C(=O)[C@H](CC=C)CC(=O)N(CCO)Cc1ccccc1
  -6%	4	-9%	-14%	.	36%	-1%	-18%	.
COc1ccc(C2Nc3ccccc3C(=O)N2Cc2ccccc2)cc1CSc1ccccn1 (stereo not given)
  i	3	1%	?	8%	23%	9%	-9%	12%
Cc1ccc(SCCSc2nc(N)cc(=O)[nH]2)cc1
  -16%	-5	2%	-8%	-25%	50%[activator]	-5%	-10%	-5%
O=C(O)CNC(=S)N(Cc1ccco1)Cc1ccccc1Cl
  -4%	3	0%	0%	6%	7%	11%	-21%	?
CC(C)[C@H](NC(=O)c1ccccc1)C(=O)N1CCc2ccccc21
  -8%	0	-4%	-7%	-4%	53%[activator]	-3%	-3%	-14%
CCN(CC(=O)Nc1c(F)cccc1F)C(=O)c1cc(-c2cccs2)nn1-c1ccccc1
  i	0	13%	-5%	-31%	3%	2%	-28%	-47%
CC(=O)Nc1cccc(NS(=O)(=O)c2cc3c4c(c2)CCN4C(=O)CC3)c1
  3%	0	0%	-4%	-25%	16%	3%	-8%	-20%
Cc1cccc2c1cnn2C(=O)Nc1cc(F)ccc1F
  .	-2	1%	-20%	11%	39%[activator]	0%	-10%	23%
O=C(O)c1cc(-c2ccc(Cl)s2)[nH]n1
  -1%	-2	-7%	-23%	4%	14%	14%	1%	-3%
Cc1nnc(SCC(=O)Nc2cccc(S(=O)(=O)N(C)c3ccccc3)c2)s1
  -7%	-1	4%	-9%	7%	19%	8%	-15%	-32%[59 µM]
COc1ccc(OC)c(C=Nc2ccccc2-c2nc3ccccc3[nH]2)c1
  -3%	-2	-7%	-14%	9%	43%[activator]	13%	-7%	25%[59 µM]
Cc1cccc(N(C)S(=O)(=O)c2nnc(NC(=O)C(C)(C)C)s2)c1
  -7%	2	4%	-19%	-16%	107%[activator]	8%	28%	29%[59 µM]
CNC(=O)COc1coc(CN2CCN(c3ccc(OC)cc3)CC2)cc1=O
  0%	3	2%	1%	?	17%	29%	-19%	-13%[0.501 µM]
Nc1cc(C(=O)OCC(=O)NCCCc2ccccc2)ccc1Cl
  -9%	0	1%	-13%	12%	6%	1%	-10%	-6%[2.33 µM]
Cn1c(=O)c2c(-c3ccccc3)n(-c3ccccc3S)cc2n(C)c1=O
  -5%	-4	.	-7%	.	.	5%	.	.
CC1=NN(c2ccccc2)C(=O)/C1=C\c1cc(C)n(-c2ccccc2)c1C
  -19%	-2	8%	-25%	?	?	-4%	-27%	3.5µM*
CCC(C)[C@H](NC(=O)[C@@H]1Cc2c([nH]c3ccccc23)C2c3ccccc3C(=O)N21)C(=O)NCC1CCCO1 (stereo not given in full)
  -1%	4	-14%	-14%	-32%	19%	-11%	-20%	?
COc1ccccc1CC(=O)Nc1cccc(S(=O)(=O)N2CCOCC2)c1
  i	-3	-4%	-20%	-11%	-2%	-1%	-18%	.
CC(Oc1ccc(Cl)cc1Cl)c1ccn[nH]1 (stereo not given)
  -3%	-11	3%	-17%	4%	38%	4%	-6%	-5%[59 µM]
CC12CCC(=O)C=C1CCC1C2C(O)CC2(C)C(c3csc(N)n3)CCC12 (stereo not given)
  -5%	-2	60%[activator]	-16%	.	1%[57 µM]	1%	-28%	.
Cc1oc2ccc(O)c(CN3CCCC3)c2c1C(=O)Nc1cccc(Cl)c1C
  -6%	0	-6%	-21%	-4%	21%	-4%	-9%	-5%[59 µM]
C[C@H](CO)N1C[C@H](C)[C@@H](CN(C)S(=O)(=O)c2ccc(F)cc2)Oc2ccc(NC(=O)Nc3ccccc3)cc2C1=O
  4%	-3	?	-19%	.	24%	0%	-26%	.
COC(=O)C1CC(c2ccccc2)N(c2ccccc2)O1 (stereo not given)
  -2%	4	.	-15%	.	.	-1%	.	.
CCN(C(=O)COC(=O)c1ccc(O)cc1)c1cccc2ccccc12
  -3%	0	1%	-5%	.	-10%	17%	-26%	.
Cc1ccc(Oc2cc(C#N)c(C#N)cc2-n2nnc3ccccc32)cc1C
  -8%	4	-2%	-11%	10%	57%	-11%	5%	4%[59 µM]
CCCn1c(NC(=O)CCS(=O)(=O)c2ccc(C)cc2)nc2ccccc21
  i	0	?	-7%	16%	17%	0%	-17%	?
O=C(CSc1nc2ccccc2c(=O)n1Cc1ccc(F)cc1)NCC1CCCO1 (stereo not given)
  -8%	-4	0%	-5%	.	62%[activator]	1%	-5%	.
Cc1cc(Cl)ccc1OC(C)C(=O)N1CCCN(C(=O)C(C)Oc2ccc(Cl)cc2C)CC1 (stereo not given)
  i	16	8%	?	-7%	34%[activator]	-11%	20%[11.4 µM]	4%[12.7 µM]
CC(C)OC(=O)c1c(NC(=O)C2c3ccccc3Oc3ccccc32)sc2c1CCCC2
  6%	1	16%	-11%	-1%	25%	6%	-6%	2%[59 µM]
CCCOC(=O)/C=C/c1c(C)[nH]c(=O)[nH]c1=O
  i	3	2%	-5%	-11%	21%	0%	-8%	-9%[59 µM]
COc1ccc(-c2cc(C(F)(F)F)nc(SCCC(=O)N3CCN4CCCC4C3)n2)cc1 (stereo not given)
  -1%	8	-1%	-8%	-4%	19%	3%	-14%	?
O=C(CN1C(=O)C2C3C=CC(C3)C2C1=O)N1CCc2ccccc2C1 (stereo not given)
  -2%	-2	-14%	-15%	6%	32%	1%	12%	-15%[59 µM]
Cc1ccccc1C(=O)NCc1nc(-c2ccc(Cl)cc2)no1
  i	-2	-16%	-9%	3%	27%	-8%	-15%	12%[59 µM]
COc1ccc(-c2nnn3c2nc(NCCc2ccc(OC)c(OC)c2)c2ccccc23)cc1
  i	-2	-10%	-9%	1%	54%[activator]	0%	-2%	-1%[59 µM]

Shown with each value named: three of the compounds above
> CC(=O)Nc1cccc(NS(=O)(=O)c2cc3c4c(c2)CCN4C(=O)CC3)c1
- PGK inhibitor: 3%
- PI4K2A inh: 0
- Pin1 inhibitor: 0%
- Pol eta inh: -4%
- BAZ2B block: -25%
- HP1b chromo inh: 16%
- GLS inh: 3%
- JMJD2A Tudor: -8%
- G9a block: -20%
> CC(C)[C@H](NC(=O)c1ccccc1)C(=O)N1CCc2ccccc21
- PGK inhibitor: -8%
- PI4K2A inh: 0
- Pin1 inhibitor: -4%
- Pol eta inh: -7%
- BAZ2B block: -4%
- HP1b chromo inh: 53%[activator]
- GLS inh: -3%
- JMJD2A Tudor: -3%
- G9a block: -14%
> O=C(CN1C(=O)C2C3C=CC(C3)C2C1=O)N1CCc2ccccc2C1 (stereo not given)
- PGK inhibitor: -2%
- PI4K2A inh: -2
- Pin1 inhibitor: -14%
- Pol eta inh: -15%
- BAZ2B block: 6%
- HP1b chromo inh: 32%
- GLS inh: 1%
- JMJD2A Tudor: 12%
- G9a block: -15%[59 µM]
